Screens: PubChem BioAssay, Sanford-Burnham Center for Chemical Genomics
mIAP inh: mouse IAP inhibition. inhibition, % at 10 µM. actives 0.2% (n = 330,000). purified mouse IAP, CDP-Star luminescence, 30 min;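 active = inhibition of at least 40% at 10 µM in the primary screen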;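 also: plate controls were DMSO with enzyme for no effect and no enzyme wells for full effect; values of inactives mirror those of a sister screen read the other way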
ATG4B inh: ATG4B (human) cysteine protease inhibition | actives 0.51% (n = 340,000) | AID 504462 | inhibition, % at 8.33 µM | Q9Y4P1 | ATG4B cleavage of LC3-PLA2, NBD-HPC fluorescence, 1 h; in the data active = inhibition above about 40%
mIAP activ: increases mouse intestinal alkaline phosphatase activity; actives 0.24% (n = 330,000); AID 2805; muIAP, CDP-Star luminescence, 30 min; stronger effect = higher value; 1 = vehicle-only enzyme signal, 0 = enzyme-free wells; activation factor at 10 µM;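 active = activation factor of at least 2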; also: the source names both 10 and 20 µM as test concentration; values of inactives mirror those of a sister screen read the other way
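Assay system: mouse IAP enzyme / Compound: DMSO-dissolved test compounds / Timing: 30 min, room temperature / Measured by: luminescence from enzymatic CDP-Star hydrolysis / Control set: DMSO-only wells, enzyme-free buffer wells as negative control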
HKDC1 inh: inhibitors of human hexokinase HKDC1; actives 0.16% (n = 340,000); inhibition, % at 20 µM; AID 493160; Q2TB90; recombinant HKDC1, G6PDH/diaphorase resazurin coupled fluorescence;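 active = inhibition above about 35% when tested at 20 µM, limit read from the data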;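 also: plate controls were DMSO wells with enzyme for no effect and DMSO wells lacking enzyme for full effect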
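Assay system: recombinant HKDC1 hexokinase; detection: coupled resazurin fluorescence, excitation 525 nm, emission 613 nm; benchmarks: DMSO-plus-enzyme-mix negative control, buffer-substituted positive control; compound dosing: single 20 µM dose; schedule: 90 min at room temperature in dark; also added: glucose plus 1 mM ATP as hexokinase substrates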
hIAP block: blocks human intestinal alkaline phosphatase. P09923. purified IAP, CDP-Star luminescence, 30 min. inhibition, % at 10 µM. actives 0.12% (n = 330,000). AID 2544;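 active = inhibition reaching a set limit with compound at 10 µM in the primary screen, cut at about 35% in these data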;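 also: plate controls were DMSO wells with enzyme for no effect and no-enzyme buffer wells for full effect; values of inactives mirror those of a sister screen read the other way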
Target sequence (P09923 whole entry, looked up): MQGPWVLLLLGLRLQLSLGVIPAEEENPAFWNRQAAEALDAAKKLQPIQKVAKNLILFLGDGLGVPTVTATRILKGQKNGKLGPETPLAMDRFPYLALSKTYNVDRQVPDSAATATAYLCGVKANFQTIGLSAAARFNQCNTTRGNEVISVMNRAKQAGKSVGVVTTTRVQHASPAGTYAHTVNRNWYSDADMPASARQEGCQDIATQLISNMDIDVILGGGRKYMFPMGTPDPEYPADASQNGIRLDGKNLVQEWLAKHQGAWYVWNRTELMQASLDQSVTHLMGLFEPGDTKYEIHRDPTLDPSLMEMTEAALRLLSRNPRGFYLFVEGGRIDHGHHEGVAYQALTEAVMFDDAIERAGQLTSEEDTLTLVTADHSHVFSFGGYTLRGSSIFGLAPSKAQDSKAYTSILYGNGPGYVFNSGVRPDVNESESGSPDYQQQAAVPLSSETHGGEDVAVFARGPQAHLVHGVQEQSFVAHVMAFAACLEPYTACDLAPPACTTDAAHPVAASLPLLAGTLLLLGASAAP
hIAP act: human IAP activation; P09923; AID 2524; purified human IAP, CDP-Star luminescence, 30 min; stronger effect = higher value; 1 = vehicle-only enzyme, 0 = enzyme-free background; actives 0.16% (n = 330,000); activation factor at 10 µM;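 active = activation factor of the enzyme at least 2-fold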; also: the source names both 10 and 20 µM as test concentration; values of inactives mirror those of a sister screen read the other way
APOBEC3A inh: inhibitors of human APOBEC3A DNA deaminase. P31941. recombinant A3A, FAM/TAMRA ssDNA deamination fluorescence. inhibition, % at 20 µM. actives 0.41% (n = 330,000);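 active = at least 40% inhibition at 20 µM here, with at most 30% in a related deaminase screen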;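 also: plate controls were A3A with DMSO for no effect and wells lacking A3A enzyme for full effect; some results filed as inactive read as strong as hits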
Target sequence (P31941 whole entry, looked up): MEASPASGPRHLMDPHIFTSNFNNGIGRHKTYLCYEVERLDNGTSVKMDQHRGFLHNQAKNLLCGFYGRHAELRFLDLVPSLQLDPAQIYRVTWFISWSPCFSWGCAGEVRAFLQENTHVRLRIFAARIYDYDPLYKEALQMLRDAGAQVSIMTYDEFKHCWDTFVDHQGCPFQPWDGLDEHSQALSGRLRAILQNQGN
PfGluPho inh: PfG6PD (Plasmodium falciparum) enzyme inhibition; PfGluPho enzyme, NADPH resazurin-diaphorase fluorescence; AID 504690; inhibition, % at 20 µM; actives 0.78% (n = 350,000);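 active = inhibition reaching at least a set limit at 20 µM in the primary screen, cut at about 59% in these data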;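 also: 0% = DMSO wells with substrate and 100% = DMSO wells lacking glucose-6-phosphate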
Active calls of the source: *.

Fields – mIAP inh, ATG4B inh, mIAP activ, HKDC1 inh, hIAP block, hIAP act, APOBEC3A inh, PfGluPho inh
Cc1nc2c(c(C)nn2-c2ccccc2)c(C)c1CCC(=O)N1CCC2(CC1)OCCO2
→ 7, -20, 0.93, -5, 9, 0.91, -4, -6
O=C(O)CCn1cc(C=C2C(=O)NC(=S)NC2=O)c(-c2cccc(Br)c2)n1
→ 36, 4, 0.64, -4, -5, 1.1, 41*, 34
CCn1c(C)c(C(=O)NCCc2ccccc2)c2cc(OC)ccc21
→ -3, -6, 1, 2, -2, 1, 1, -7
CC(C)(C)N1Cc2ccccc2C1=N
→ 0, 5, 1, -1, -21, 1.2, -2, 2
Cc1[nH]n(-c2ccccc2)c(=O)c1C(c1ccc([N+](=O)[O-])cc1)c1c(C)[nH]n(-c2ccccc2)c1=O
→ 10, 2, 0.9, -2, 2, 0.98, -5, -15
C[N+]1(C)C2CCC1CC(OC(=O)c1ccco1)C2 (centres undefined)
→ 9, -9, 0.91, -2, -3, 1, 71, 3
CCCC1=C(C(=O)OCC)C2(C(=O)Nc3ccc(C)cc32)C(C#N)=C(N)O1 (centres undefined)
→ 3, -2, 0.97, 9, -6, 1.1, -4, 9
O=[N+]([O-])c1ccc(NCc2ccccc2)c2nonc12
→ 2, -113, 0.98, -5, 11, 0.89, -14, 13
O=C(C(=O)N1CCOCC1)c1cn(Cc2ccccc2F)c2ccccc12
→ 2, -2, 0.98, -3, 2, 0.98, -3, 3
O=C(Cn1cnc2sc3c(c2c1=O)CCCC3)NCCCC(=O)N1CCC2(CC1)OCCO2
→ 2, -9, 0.97, 0, -5, 1, -3, 1
Fc1ccc(C2N3CCCN23)cc1 (centres undefined)
→ -6, -13, 1.1, 3, 7, 0.93, 0, -3
Cc1cccc2c(CCN)c[nH]c12
→ -6, -12, 1.1, -7, 13, 0.87, 0, 7
CCOc1cc(CNC(C)C(O)c2ccccc2)cc(Cl)c1OCC (centres undefined)
→ -5, -6, 1, -1, 5, 0.95, 1, 6
CN1CC(C(=O)c2ccccc2)C(C(=O)c2ccccc2)C1 (centres undefined)
→ 1, 5, 0.99, 1, 21, 0.79, -2, -16
COc1ccc(CCNCc2c(OC)ccc3ccccc23)cc1
→ 3, 7, 0.97, 4, -1, 1, 1, -18
O=C(NC1CC1)c1cn(Cc2ccccc2)nc1-c1ccccc1
→ -3, 7, 1, -3, 9, 0.91, -2, 10
Cc1ccc(-n2c(O)c(C=NCCC3=CCCCC3)c(=O)[nH]c2=O)cc1
→ -10, -9, 1.1, -13, -13, 1.1, -4, 4
CCN1CCN(c2cn[nH]c(=O)c2Cl)CC1
→ 6, -7, 0.94, -9, 7, 0.93, 7, -9
C=CCn1c(O)c(C(CC)=NCC2CCCO2)c(=O)[nH]c1=O (centres undefined)
→ -3, -1, 1, 0, 14, 0.86, -2, -7
Cn1nc(N)c2c1N=P(N1CCOCC1)(N1CCOCC1)N=C2c1ccccc1
→ -4, -10, 1, -15, -4, 1, 2, 12
COC(=O)c1ccc(C(C(=O)NC2CCCCC2)N(CCN2CCOCC2)C(=O)Cc2cccs2)cc1 (centres undefined)
→ -18, -4, 1.2, -4, -6, 1.1, -1, -6
O=C(NC(=S)N1C[C@H]2C[C@H](C1)c1cccc(=O)n1C2)c1ccc(Cl)cc1
→ -10, -11, 1.1, -4, -3, 1, 0, 10
COC(=O)C1=C(c2ccc3ccccc3c2)C[C@@H]2CC[C@H]1N2C(=O)NC(C)C
→ 2, -10, 0.98, -3, 10, 0.9, 2, -4
Cc1ccccc1O
→ 4, -8, 0.96, -3, 5, 0.95, 0, 10
COC(=O)[C@@]1(C#N)[C@@H]2C=CC(C(C)=O)=CN2[C@@H](C(N)=O)[C@@H]1c1ccc(F)cc1
→ -1, -7, 1, 12, 7, 0.93, -4, -6
C=CCn1c(O)c(C(C)=NCCN2CCCCC2)c(=O)[nH]c1=O
→ -2, -4, 1, -7, 12, 0.88, -1, -5
CC[C@H](OC(C)=O)C(C[C@H](C)N(C)C)(c1ccccc1)c1ccccc1
→ -1, -9, 1, 0, 12, 0.89, -1, 7
COc1cc2c(cc1OC)C(C1c3cc4c(cc3CCN1C)OCO4)OC2=O (centres undefined)
→ -3, -3, 1, -5, 14, 0.86, -6, -6
CCCC(CCC)C(=O)OC[N+](C)(C)CCOC(=O)C(O)(c1ccccc1)C1CCCC1 (centres undefined)
→ 1, 4, 0.99, 7, 7, 0.93, -2, -1
CNC(C)Cc1ccccc1 (centres undefined)
→ 2, -3, 0.98, -8, -4, 1, -3, 0
Fc1ccc(CNCCc2ccccc2)cc1
→ -1, 1, 1, -6, 2, 0.98, 1, -10
COc1ccc(CCn2c(O)c(C=NCc3cccnc3)c(=O)[nH]c2=O)cc1OC
→ 6, -6, 0.94, 4, -15, 1.1, 3, 5
COc1ccccc1OCCCn1cc(C=O)c2ccccc21
→ 2, -3, 0.98, 11, 3, 0.97, -2, 52
CN(Cc1ccccc1)Cc1ccccc1OC(=O)N(C)C
→ 20, -8, 0.81, -5, -7, 1.1, -1, -4
CC(=O)OC1N=C(c2ccc(Cl)cc2)c2cc(Br)ccc2NC1=O (centres undefined)
→ 1, -16, 0.99, 6, 9, 0.91, -5, 78*
CN1CCC(O)(c2ccccc2)C(C(=O)c2ccccc2)C1 (centres undefined)
→ 4, 3, 0.96, -4, -12, 1.1, -2, 13
CCOC(=O)[C@]1(C#N)[C@@H]2C=CC(C(C)=O)=CN2[C@@H](C(N)=O)[C@@H]1c1ccsc1
→ 12, -1, 0.89, -3, 13, 0.87, -8, 8
CC(C)CN1CCN(Cc2ccc(C(F)(F)F)cc2)CC1CCO (centres undefined)
→ 1, 3, 0.99, -4, 1, 0.99, 1, 1
COC(=O)C1=C(c2cccc(C#N)c2)C[C@@H]2CC[C@H]1N2C(=O)N1CCC(C)CC1
→ 8, 14, 0.92, -1, -12, 1.1, 2, -14
COc1nc(C)nc(NC(=O)NS(=O)(=O)c2ccccc2Cl)n1
→ -5, 0, 1.1, -3, -8, 1.1, -2, -11
Cc1noc(C)c1CSCC(=O)Nc1ccc(C#N)c(Cl)c1
→ 3, -47, 0.97, 4, 3, 0.97, 0, -12
O=C(Oc1c(Cl)cc(Cl)c2ccccc12)N1CCCCC1
→ 8, 26, 0.92, 1, -17, 1.2, 7, -5
CN1C(=O)C(Cc2ccsc2)C(=O)N(C)C1=O
→ 9, 5, 0.91, -10, -18, 1.2, -17, 13
CCCCCn1c(NC(=O)c2ccco2)c(C(=O)OCC)c2nc3ccccc3nc21
→ 4, 1, 0.96, 9, 11, 0.89, -2, 24
CCCCOc1nc2ccccc2c(=O)n1-c1ccccc1
→ -10, 41*, 1.1, 1, -8, 1.1, -3, -13
Cn1cc(C(=O)N2CCC3(CC2)OCCO3)c2c3ccccc3n(C)c2c1=O
→ 1, 9, 0.99, 0, -16, 1.2, 2, -17
Cc1ccc2cc3cc(C(=O)N4CCC5(CC4)OCCO5)oc3nc2c1
→ 4, -3, 0.96, -7, -1, 1, -3, 5
CCCNS(=O)(=O)c1ccc(OCC(=O)N2CCN(C)CC2)cc1
→ 8, -10, 0.92, -18, -5, 1.1, -1, 2
CN1C(=O)C(=Cc2ccc(N3CCCCC3)o2)C(=O)N(C)C1=S
→ 20, -4, 0.81, -3, -17, 1.2, 3, 4
CCOC(=O)Cn1cc(C=C2C(=O)N(C)C(=O)N(C)C2=O)c2ccccc21
→ 4, -1, 0.96, 1, -4, 1, -5, -6
O=C1NC(=O)N(CC2CCCO2)C(=O)/C1=C/c1cccs1 (centres undefined)
→ 6, -4, 0.94, -3, -14, 1.1, 9, 24
COC(=O)C1=C(c2c(C)noc2C)C[C@@H]2CC[C@H]1N2C(=O)NCc1ccc(F)cc1
→ -5, -3, 1.1, -7, -6, 1.1, 1, 2
CN1C2CCC1C(C(=O)O)C(OC(=O)c1ccccc1)C2 (centres undefined)
→ -15, 5, 1.1, 6, -2, 1, 0, -24
COc1ccc(C(=O)C2CCCN(Cc3cnc(C)s3)C2)cc1OC (centres undefined)
→ 4, -9, 0.96, 3, -20, 1.2, -4, 0
COc1cccc(-n2c(O)c(C=NCc3ccc4c(c3)OCO4)c(=O)[nH]c2=O)c1
→ 7, 3, 0.93, -12, 7, 0.93, 1, -13
COC(=O)C1=C(c2ccc(OC(F)(F)F)cc2)C[C@@H]2CC[C@H]1N2C(=O)N1CCC(C)CC1
→ 3, 5, 0.97, 3, 3, 0.97, 2, 19
O=Cc1cn(Cc2c(F)cccc2Cl)c2ccccc12
→ 7, -1, 0.93, -2, 17, 0.83, 1, -12
Cn1c(=O)c2c(ncn2CCCl)n(C)c1=O
→ 3, -6, 0.97, -3, 0, 1, 6, 13
O=C1NC(=O)N(c2ccc(F)cc2)C(=O)/C1=C/c1ccc(N2CCOCC2)cc1
→ -3, -9, 1, 2, 6, 0.94, -1, -1
CN1CCc2cccc(Cl)c2CC1
→ 6, -6, 0.94, 1, 12, 0.88, -4, -15

The closing two records of the section above open the next one:
Fields – mIAP inh, ATG4B inh, mIAP activ, HKDC1 inh, hIAP block, hIAP act, APOBEC3A inh, PfGluPho inh
O=C1NC(=O)N(c2ccc(F)cc2)C(=O)/C1=C/c1ccc(N2CCOCC2)cc1
→ -3, -9, 1, 2, 6, 0.94, -1, -1
CN1CCc2cccc(Cl)c2CC1
→ 6, -6, 0.94, 1, 12, 0.88, -4, -15
CCC1C2CC3C4N(C)c5ccccc5C45CC(C2C5O)N3[C@@H]1O (some centres undefined)
→ -6, -3, 1.1, 0, -12, 1.1, 0, 2
CCCCn1c(N)c(C(=O)NCCN2CCOCC2)c2nc3ccccc3nc21
→ -16, -3, 1.2, 6, 18, 0.82, -2, 22
Cc1ccccc1CCNCc1ccc(Br)cc1
→ -1, 11, 1, 2, 21, 0.79, 0, -8
CC(C)(O)[C@H]1O[C@H]2CC[C@@]3(C)[C@@](O)(CC[C@H]4Cc5c([nH]c6ccccc56)[C@@]43C)C2=CC1=O
→ 12, -7, 0.88, -3, 0, 1, -2, 23
O=C(O)[C@@H]1C[C@H]1[C@@H](NP(=O)(c1ccccc1)c1ccccc1)c1ccccc1
→ -3, 7, 1, -9, 1, 0.99, -2, -12
Cc1ccccc1CN1CCNCC1
→ -19, 5, 1.2, -3, -9, 1.1, -2, -3
COC(=O)C(O)(c1ccc(NC(=S)NC(=O)c2ccccc2)cc1)C(F)(F)F (centres undefined)
→ 2, -6, 0.98, -6, 3, 0.97, 6, 3

These rows are one share of the data. The share of hits here may be higher or lower than overall.
